Assay outcomes from PubChem BioAssay.
H9c2 TAG inh: inhibitors of triacylglycerol accumulation. 230,000 tested, 0.66% active. H9c2 cells, Nile Red lipid (TAG) fluorescence; cells loaded with 200 µM oleic acid. inhibition, % at 12.5 µM;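 active means pattern-corrected inhibition of lipid staining of at least 50% with the nuclear-stain viability signal not falling by more than 50%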;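 further: 0% = DMSO wells and 100% = triacsin C control wells; some results filed as inactive read as strong as hits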
H9c2 TAG inh DAPI viability: further read-out of H9c2 TAG inh, marked with its call; DAPI nuclei signal change (viability), lower = more cytotoxic, %;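 whole-well DAPI fluorescence read on a plate reader as a viability signal; minus 50 percent equals half of cells still viable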
An asterisk follows results filed as active. Some of the compounds tested; the hit share may differ from the screen's.

Below each SMILES – H9c2 TAG inh, H9c2 TAG inh DAPI viability
Cc1ccc(S(=O)(=O)N(C)C[C@@H]2Oc3c(NC(=O)C4CC4)cccc3C(=O)N([C@@H](C)CO)C[C@@H]2C)cc1
    0, -6
O=C1CC(=O)N(CCc2ccc(F)cc2)C(=O)N1
    4, 2
CCOc1ccc(C(=O)Nc2ccc(-c3nc4ccccc4[nH]3)cc2)cc1[N+](=O)[O-]
    19, 7
O=C(NCc1ccccc1)c1ccc(CS(=O)Cc2cccc(Cl)c2)o1 (stereo not drawn)
    -30, -15
CCOC(=O)c1sc(NC(=O)C(C)C)c(C#N)c1C
    -13, 7
Cc1cccc(CC(=O)NCCn2c(C)cc3ccccc32)c1
    -5, -1
CC1CCN(C(=O)COC(=O)c2cc(Cl)c3c(c2)OCO3)CC1
    -1, -4
C=CC(=O)NCC1OCCc2ccccc21 (stereo not drawn)
    15, -9
COc1cc(/C=C2\SC(=S)N(C(C(=O)O)c3ccccc3)C2=O)ccc1O (stereo not drawn)
    -13, 3
O=C(CN(Cc1ccco1)C(=O)CCC(=O)Nc1nccs1)NCc1ccccc1
    2, 6
O=[N+]([O-])c1ccc(NN=Cc2cccc(O)c2)nc1
    -21, 1
COc1ccc(C(=O)Nc2ccc(OCC(F)(F)C(F)F)c(C(F)(F)F)c2)cc1OC
    36, 6
O=C(COC(=O)c1ccccn1)Nc1nccs1
    -32, 9
O=c1cc(O)c2c(=O)[nH]c(=O)n(-c3ccccc3)c2[nH]1
    10, 8
Cc1ccc(COc2ccsc2C(=O)O)cc1
    -2, 11

Continued.
Below each SMILES – H9c2 TAG inh, H9c2 TAG inh DAPI viability
COc1cc(/C=N/NC(=O)c2cc(C)oc2C)cc(OC)c1OC
    6, 0
Cc1cc(Cl)ccc1NC(=O)CSc1nnc(-c2ccncc2)n1Cc1ccco1
    10, 0
CC(=O)Oc1ccccc1N1C(=O)c2ccc(C(=O)O)cc2C1=O
    2, -9
COc1ccc(Cc2nnc(NC(=O)CS(=O)(=O)Cc3ccccc3)s2)cc1
    13, 2
CN(CC(=O)Nc1cccc(F)c1)C(=O)c1cccc(S(=O)(=O)N2CCN(c3ccccc3)CC2)c1
    -6, 5
Cc1ccccc1CN1C(=O)C(O)(CC(=O)c2ccncc2)c2ccccc21 (stereo not drawn)
    40, -6
c1ccc(N(c2ccccc2)c2nc(N3CCCC3)nc(-n3ccnc3)n2)cc1
    60*, 5.0*
Cc1ccc(S(=O)(=O)Oc2ccc(/C=N/NC(=O)c3ccncc3)cc2)cc1
    3, 12
COc1ccc(C2NC(=S)NC(C)=C2C(=O)N2CCOCC2)cc1 (stereo not drawn)
    -24, 3
CN1C(C(=O)Nc2ccc(C(=O)O)cc2)=C(O)c2ccccc2S1(=O)=O
    1, 10
CNC(=S)NNC(=O)c1ccccc1Cl
    -1, 3
CN(C(=O)CSCC(=O)Nc1ccc(Cl)cc1)C1CCCCC1
    -8, -9
CCNC(=O)NC(C(=O)OC)C12CC3CC(CC(C3)C1)C2 (stereo not drawn)
    12, -3
Cc1cc(C(=O)OCC(=O)NC(C)C)c2ccccc2n1
    -8, 19
C/C(Cl)=C\CNC(C)c1ccccc1 (stereo not drawn)
    6, -8

Other compounds:
Below each SMILES – H9c2 TAG inh, H9c2 TAG inh DAPI viability
O=C(COC(=O)COc1ccc(Cl)cc1Cl)NC1CCCCCC1
    -1, 1
S=c1oc(-c2ccncc2)nn1CCc1ccncc1
    -7, 6
CN(c1ccc(F)cc1)S(=O)(=O)c1ccc(Cl)c(C(=O)OCC(=O)NCc2ccco2)c1
    -5, 3
CC(=O)Nc1cc(NC(C)=O)c(N=Nc2ccccc2)cc1C
    1, 6
CCOC(=O)c1ccccc1NC(=O)C1COc2ccccc2O1 (stereo not drawn)
    -6, 8
O=C(CSc1nnc2c(n1)[nH]c1ccccc12)OCc1ccccc1
    8, -6
COc1ccc(CC(=O)NC(=S)Nc2cccc(C)c2)cc1
    -1, 8
CC(Oc1ccccc1)c1nnc(N)s1 (stereo not drawn)
    6, -10
Fc1ccc(-c2cnc(-c3cccs3)o2)cc1
    -4, 24
c1ccc(CSc2nnc(-c3ccco3)o2)cc1
    0, 2
CCOc1cc2c(cc1C(C)(C)C)NC(=O)CS2
    22, 0
Cc1ccc(C)c(NC(=S)NC2CC3CCCC(C2)N3CC(C)C)c1 (stereo not drawn)
    -5, 14
CC(C)CCNC(=O)CCCn1c(=O)[nH]c2ccc(Br)cc2c1=O
    21, -9
Fc1ccc(Oc2nc(-c3ccccn3)nc3ccccc23)cc1
    56*, -12*
Cc1ccccc1NC(=O)N1CCC(C(=O)c2ccc(F)cc2)CC1
    -2, 5

Brought forward from above: two entries, followed by the next part.
Below each SMILES – H9c2 TAG inh, H9c2 TAG inh DAPI viability
Fc1ccc(Oc2nc(-c3ccccn3)nc3ccccc23)cc1
    56*, -12*
Cc1ccccc1NC(=O)N1CCC(C(=O)c2ccc(F)cc2)CC1
    -2, 5
C/C(=N/NC(=O)CNC(=O)Cc1ccc(Cl)cc1)c1ccco1
    7, -4
Cc1ccccc1NC(=O)C(=O)NCCc1c[nH]c2ccccc12
    -4, -5
Cc1ccc(NC(=O)C2CC(=O)Nc3nc4ccccc4n32)c(C)c1 (stereo not drawn)
    -1, -3
Cc1ccccc1NC(=O)COC(=O)c1ccc(S(=O)(=O)N2CCCC2)cc1
    1, -3
CC(C)N(C(=S)Nc1cccc(S(=O)(=O)N(C)C)c1)c1ccccc1
    9, -3
Cc1cc(C)n(Cc2ccc(C(=O)N/N=C/c3ccc(-c4ccc([N+](=O)[O-])cc4)o3)o2)n1
    4, -4
O=C(CSc1ccccn1)Nc1ccc(N2CCOCC2)cc1
    -7, 0
CCC12CC3CC(C1)CC(C(=O)NNC(N)=O)(C3)C2
    0, 3
CC(C)C(=O)Nc1nnc(CCN2CCCCC2)s1
    -8, -1
CCCC1(c2ccccc2)NC(=O)N(CC(=O)c2[nH]c(C)c(C(=O)OCC)c2C)C1=O (stereo not drawn)
    5, 7
CCCC1=C(C(=O)OCC)C(c2ccc(OC)c(C)c2OC)C(C#N)=C(N)O1 (stereo not drawn)
    5, -12
CCCNC(=O)C1(C)CCN(C(=O)Cc2ccc3ccccc3c2)C1 (stereo not drawn)
    15, -2
COCC(=O)N1CCC(Oc2ccc(C(=O)N3CCSCC3)cc2)CC1
    -1, 8
C/C(CC(=O)Nc1cccnc1)=N\NC(=O)C(=O)NC(C)C
    1, 8
N#CCc1nc(-c2cc3ccccc3oc2=O)cs1
    1, 16

More entries
Below each SMILES – H9c2 TAG inh, H9c2 TAG inh DAPI viability
O=c1[nH]c2ccc(Br)cc2c(-c2ccccc2)c1N1CCOCC1
    8, 4
c1cncc(-c2nnc(SCc3nc4ccccc4[nH]3)o2)c1
    11, -16
O=C(NCCNCCO)C1(C(F)(F)F)C/C(=C\CCO)CCCO1 (stereo not drawn)
    -13, 1
COc1ccc(OC)c(NC(=O)C2CC(=O)N(Cc3ccco3)C2)c1 (stereo not drawn)
    11, 2
O=S(=O)(NCC1COc2ccccc2O1)c1ccccc1F (stereo not drawn)
    0, -12
CN1CCN(C(=O)C2=C[C@@H](c3ccc(Br)cc3)C[C@@H](OCc3ccc(CO)cc3)O2)CC1
    -8, -7
CCCCOc1ccc(-c2nc(-c3cccnc3)no2)cc1
    -11, 7
O=c1cnnc(Nc2ccccc2)[nH]1
    1, -6
CC(OC(=O)CN1C(=O)NC2(CCCC2)C1=O)C(=O)Nc1cccc(Cl)c1 (stereo not drawn)
    16, 3
COc1ccc(-c2cc3c(nn2)-c2ccccc2C3=O)cc1
    -3, -12
COc1ccc(-n2c(SCC(=O)NC3CC3)nc3ccccc3c2=O)cc1OC
    2, 20
O=C(Nc1ccc(Br)cc1C(=O)O)c1ccc2c(c1)C(=O)N(Cc1ccccc1)C2=O
    1, -2
CCc1cccc(C)c1NC(=O)C(c1ccc(O)cc1)N1CCC1=O (stereo not drawn)
    -17, 8
CCc1nc2c(OCc3ccccc3C)cccn2c1N(C)C(=O)C(C)C
    -2, -10
Fc1ccccc1N1CCN(c2ncnc3nc[nH]c23)CC1
    -10, 3

Remaining list, next part:
Below each SMILES – H9c2 TAG inh, H9c2 TAG inh DAPI viability
CC(=O)NC(=S)NNC(=O)C(c1ccccc1)c1ccccc1
    2, -20
CC(=O)N(C1CC(C)C(C#N)(C#N)C1(C#N)C#N)N(C)C (stereo not drawn)
    27, -14
CCN(CC)CCCNC(=O)CNC(=S)N(CCCN1CCOCC1)Cc1cccs1
    5, 5
N#C/C(=C(/O)COC(=O)CCc1ccc(S(=O)(=O)N2CCOCC2)cc1)c1nc2ccccc2[nH]1
    9, 17
C/C(=N\NC(=O)c1ccc(N/N=C(\C)c2ccncc2)cc1)c1ccncc1
    9, 0
Clc1ccc(C2=NCCn3nc4ccccc4c32)cc1
    -17, 0
c1ccc2c(c1)CC(N1CCCCC1)c1ccccc1S2 (stereo not drawn)
    -10, 11
CC(=O)N(c1cccc(C)c1)C1SC(=O)N(c2ccccc2)C1=O (stereo not drawn)
    13, -5
CC(OC(=O)c1ccc(O)cc1)C(=O)Nc1cc(C(F)(F)F)ccc1Cl (stereo not drawn)
    14, -4
C/C(=N\Nc1ccc(S(=O)(=O)N2CCCCC2)cn1)c1cccc(Br)c1
    -7, 6
CC(=O)c1cc(C(=O)Nc2ccc(C(=O)O)cc2)oc1C
    3, 1
COc1ccc(NC(=O)Cn2nc(Cc3cccnc3)c3ccccc3c2=O)cc1OC
    11, -5
CC(=O)c1cccc(NC(=O)Cn2c(=O)oc3cc(S(=O)(=O)N4CCCC4)ccc32)c1
    -4, 4
Cc1cc(C)c2cc(CN(Cc3ccco3)C(=S)NCC3CCCO3)c(=O)[nH]c2c1 (stereo not drawn)
    -5, -4
Nn1c(SCc2ccccc2)nnc1-c1ccco1
    -5, 2

The results go on.
Below each SMILES – H9c2 TAG inh, H9c2 TAG inh DAPI viability
NC(=O)CC(NC(=O)Cc1ccc(Br)cc1)c1ccc(NC2CCCC2)c([N+](=O)[O-])c1 (stereo not drawn)
    -6, 0
O=c1cc(-c2ccco2)oc2c1ccc1ccccc12
    -8, 31
CCOCCCNC(=O)CCSc1ccc(C)cc1
    -4, 10
COCC(=O)N(C)C[C@H]1Oc2ncc(Br)cc2C(=O)N([C@@H](C)CO)C[C@H]1C
    5, 4
Cc1ccc(SCC(=O)OCC(=O)NCCc2ccc(S(N)(=O)=O)cc2)c(C)c1
    -15, -3
CCc1cc2c(SCC(=O)c3ccc(C)cc3)ncnc2s1
    1, 10
COc1ccc(/C=C2\SC(=S)N(CCC(=O)Nc3cccc(O)c3)C2=O)cc1
    -1, -2
CC(O)C(O)C(O)C(O)C1NCCS1 (stereo not drawn)
    8, -17
CCN(CC)CCCN=Cc1c(O)n(-c2ccccc2C)c(=O)c2ccccc12
    5, -7
CC(=O)NN=C(C)c1ccc(NC(=O)C2CC2)cc1
    -5, -1
O=C(CSc1nc(=O)n2ccccc2n1)Nc1ccc2c(c1)OCCO2
    8, 16
CC1CN(S(=O)(=O)c2cc(C(=O)N(CCc3ccccc3)Cc3ccccc3)ccc2Cl)CC(C)O1 (stereo not drawn)
    -23, 7
CC1CCCCC1NC(=O)c1cccc(S(=O)(=O)N2CCN(C)CC2)c1 (stereo not drawn)
    4, -9
COc1ccc(-n2c(Cc3cccn3C)nnc2SCC(=O)Nc2cc(Cl)ccc2OC)cc1
    -5, -3
C=CCn1c(-c2cccs2)nc2ccccc21
    -15, 7

More records follow.
Below each SMILES – H9c2 TAG inh, H9c2 TAG inh DAPI viability
O=[N+]([O-])c1ccc(C(=S)N2CCN(c3ccc(F)cc3)CC2)cc1
    -12, -6
Cn1c(=O)c(C(=O)CN2CCOCC2)c(N)n(Cc2ccccc2)c1=O
    8, 5
O=C(CN1C(=O)C2C3CCC(C3)C2C1=O)N1CCN(Cc2ccccc2)CC1 (stereo not drawn)
    -3, 7
COc1ccccc1C(=O)NCCNC(=O)c1ccco1
    -11, -1
Cc1ccc(S(=O)(=O)N(CC(=O)NCc2cccs2)c2ccccc2)cc1
    -10, -2
Cc1occc1-c1nnc(SCC(=O)N2CCCCC2)o1
    -1, 1
CCOc1ccc(S(=O)(=O)N2CCCCC2)cc1NC(=O)Cc1ccc(OC)cc1
    -9, -13
Cc1ccc(NC(=O)CCN2C(=O)c3ccccc3S2(=O)=O)cc1F
    19, -4
CC1CCC(NC(=O)COC(=O)C2CC3CCCC(C2)C3=O)CC1 (stereo not drawn)
    -2, -2

By substructure: the entries above containing a furan ring, fused or not.
Below each SMILES – H9c2 TAG inh, H9c2 TAG inh DAPI viability
O=C(NCc1ccccc1)c1ccc(CS(=O)Cc2cccc(Cl)c2)o1 (stereo not drawn)
    -30, -15
O=C(CN(Cc1ccco1)C(=O)CCC(=O)Nc1nccs1)NCc1ccccc1
    2, 6
COc1cc(/C=N/NC(=O)c2cc(C)oc2C)cc(OC)c1OC
    6, 0
Cc1cc(Cl)ccc1NC(=O)CSc1nnc(-c2ccncc2)n1Cc1ccco1
    10, 0
CN(c1ccc(F)cc1)S(=O)(=O)c1ccc(Cl)c(C(=O)OCC(=O)NCc2ccco2)c1
    -5, 3
c1ccc(CSc2nnc(-c3ccco3)o2)cc1
    0, 2
C/C(=N/NC(=O)CNC(=O)Cc1ccc(Cl)cc1)c1ccco1
    7, -4
Cc1cc(C)n(Cc2ccc(C(=O)N/N=C/c3ccc(-c4ccc([N+](=O)[O-])cc4)o3)o2)n1
    4, -4
COc1ccc(OC)c(NC(=O)C2CC(=O)N(Cc3ccco3)C2)c1 (stereo not drawn)
    11, 2
CC(=O)c1cc(C(=O)Nc2ccc(C(=O)O)cc2)oc1C
    3, 1
Cc1cc(C)c2cc(CN(Cc3ccco3)C(=S)NCC3CCCO3)c(=O)[nH]c2c1 (stereo not drawn)
    -5, -4
Nn1c(SCc2ccccc2)nnc1-c1ccco1
    -5, 2
O=c1cc(-c2ccco2)oc2c1ccc1ccccc12
    -8, 31
COc1ccccc1C(=O)NCCNC(=O)c1ccco1
    -11, -1
Cc1occc1-c1nnc(SCC(=O)N2CCCCC2)o1
    -1, 1
